Screens as filed in PubChem BioAssay.
Rab9 prom act: activates the Rab9 promoter. Huh7 Rab9 promoter-luciferase reporter, luminescence, 24 h. AID 485297. 320,000 compounds, 2.8% hits. Potency, µM (titrated, usually from 9.22 µM), for inactives: at the highest dose activation, negative = inhibition, most hits filed as activators; also: potency is read from the fitted curve at half-maximal effect; % of control where 0% means no effect; nearly all actives have a fitted effect of over 60% in size
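Luciferase signal after 10 min detection reagent at ambient indicates Rab9 promoter upregulation; stably transfected Huh7 cells were treated 24 h with compound in DMSO at 37 °C, 5% CO2.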
FBPA coupling cs: counter-screen for Giardia aldolase inhibitors: coupling enzyme system; coupling enzyme system counterscreen, AmpLite Red fluorescence; activity change, negative = inhibition, % at 58.2 µM, hits read low; 290,000 compounds, 0.67% hits; AID 2472; in the data active = activity change below about -30%; also: % is scaled to controls: 0 for no effect and ±100 for the full control effect
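Activity here indicates interference with the coupling reaction, not aldolase inhibition. Compounds at 57.5 uM final met coupling enzymes for 10 min at RT; substrate and AmpLite Red detection followed, with a 525/598 nm fluorescence read after 20 min.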
Tb PFK block: inhibitors of T. brucei phosphofructokinase. 330,000 compounds, 0.17% hits. T. brucei PFK, ADP-Glo luminescence. AID 485367. Potency, µM (highest dose often 57.5 µM), for inactives: at the highest dose activity, negative = inhibition, most hits filed as inhibitors. O15648;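 also: potency is read from the fitted curve at half-maximal effect; 0% = uninhibited 1x PFK enzyme wells and -100% = no-enzyme wells; nearly all actives have a fitted effect of over 60% in size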
Target sequence (O15648 whole entry, looked up): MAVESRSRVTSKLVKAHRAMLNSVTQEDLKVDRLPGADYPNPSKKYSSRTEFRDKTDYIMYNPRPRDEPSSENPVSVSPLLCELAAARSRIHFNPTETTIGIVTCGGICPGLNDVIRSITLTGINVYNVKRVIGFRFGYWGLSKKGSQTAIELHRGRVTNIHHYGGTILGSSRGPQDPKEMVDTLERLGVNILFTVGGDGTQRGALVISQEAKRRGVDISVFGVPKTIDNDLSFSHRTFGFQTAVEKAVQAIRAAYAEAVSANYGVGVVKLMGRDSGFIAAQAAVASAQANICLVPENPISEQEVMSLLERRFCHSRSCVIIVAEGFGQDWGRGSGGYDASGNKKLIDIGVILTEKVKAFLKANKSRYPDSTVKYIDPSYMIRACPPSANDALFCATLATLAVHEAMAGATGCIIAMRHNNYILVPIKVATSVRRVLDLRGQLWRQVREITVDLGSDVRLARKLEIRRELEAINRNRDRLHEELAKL
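Compounds were pin-transferred as a titration series up to 57 uM into substrate buffer (0.5 mM F6P, 0.1 mM ATP, pH 8.0), then 1.25 nM PFK was added and reactions ran 45 min before ADP-Glo detection.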
NPC1 promoter act: NPC1 promoter activation; Huh7 NPC1 promoter luciferase reporter, 24 h; Potency, µM (highest dose often 9.22 µM), for inactives: at the highest dose activation, usual class: activators; 320,000 compounds, 2.4% hits; AID 485313;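 also: potency is read from the fitted curve at half-maximal effect; % of control where 0% means no effect; nearly all actives have a fitted effect of over 60% in size; reporter is driven by a mutant NPC1 promoter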
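In 1536-well qHTS, Huh7 cells harboring an NPC1 promoter–luciferase construct received compound for 24 h; activation was quantified by luminescence following luciferase reagent addition.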
KCNH2 3.1 inh: blocks the human KCNH2 3.1 channel isoform; activity change, % (tested at about 1.8 µM); AID 720553; 340,000 compounds, 0.95% hits; U2OS KCNH2 3.1, thallium flux FluxOr; hits give low values;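 active = maximum activity change below -70%; inconclusive = maximum activity change from -70% to -50%; inactive = maximum activity change above -50%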;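 also: thallium influx rate constant from kinetic fluorescence after stimulation buffer; % is scaled to controls: 0 for no effect and ±100 for the full control effect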
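FluxOr-based Tl+ influx in U2OS cells transduced with KCNH2 3.1 virus; rate constants normalized to DMSO controls.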
RORgamma inh: ROR gamma (mouse) transcription inhibition. Drosophila S2 Gal4-RORgamma UAS-luciferase reporter, 20 h. Potency, µM (series often up to 53.6 µM), inactives show at the top dose activity change, negative = inhibition, usual class: inhibitors. 310,000 compounds, 5.4% hits. AID 2551; also: potency is read from the fitted curve at half-maximal effect; % is scaled to controls: 0 for no effect and ±100 for the full control effect; nearly all actives have a fitted effect of over 60% in size
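Read-out: Photinus luciferase luminescence; inhibitors lower reporter signal. Insect Schneider cells with Gal4-ROR gamma fusion under metallothionein promoter, UAS reporter; 700 uM final copper sulfate induction, 20 hr, ambient temperature.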
Gal4-VP16 FLuc: counter-screen for ROR gamma inhibitors: Gal4-VP16 reporter; 310,000 compounds, 3.5% hits; Potency, µM (doses to about 53.6 µM), without a hit: top-dose activity, negative = inhibition, hits mostly inhibitors; AID 2546; Drosophila S2 Gal4-VP16 UAS-luciferase, luminescence, 20 h;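 also: Gal4-VP16 expression switched on by copper sulfate through the metallothionein promoter; potency is read from the fitted curve at half-maximal effect; % is scaled to controls: 0 for no effect and ±100 for the full control effect; nearly all actives have a fitted effect of over 50% in size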
FLuc modulator: firefly luciferase modulation, counter-screen for miR-21 project. P08659. purified FLuc, Km substrates, luminescence inhibition. Potency, µM (highest dose often 57.5 µM), inactives show at the highest dose activity change, negative = inhibition, usual class: inhibitors. 360,000 compounds, 6.9% hits. AID 588342;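 also: potency is read from the fitted curve at half-maximal effect; plate controls were vehicle for no effect and reference inhibitor for full effect; nearly all actives have a fitted effect of over 55% in size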
Target sequence (P08659 whole entry, looked up): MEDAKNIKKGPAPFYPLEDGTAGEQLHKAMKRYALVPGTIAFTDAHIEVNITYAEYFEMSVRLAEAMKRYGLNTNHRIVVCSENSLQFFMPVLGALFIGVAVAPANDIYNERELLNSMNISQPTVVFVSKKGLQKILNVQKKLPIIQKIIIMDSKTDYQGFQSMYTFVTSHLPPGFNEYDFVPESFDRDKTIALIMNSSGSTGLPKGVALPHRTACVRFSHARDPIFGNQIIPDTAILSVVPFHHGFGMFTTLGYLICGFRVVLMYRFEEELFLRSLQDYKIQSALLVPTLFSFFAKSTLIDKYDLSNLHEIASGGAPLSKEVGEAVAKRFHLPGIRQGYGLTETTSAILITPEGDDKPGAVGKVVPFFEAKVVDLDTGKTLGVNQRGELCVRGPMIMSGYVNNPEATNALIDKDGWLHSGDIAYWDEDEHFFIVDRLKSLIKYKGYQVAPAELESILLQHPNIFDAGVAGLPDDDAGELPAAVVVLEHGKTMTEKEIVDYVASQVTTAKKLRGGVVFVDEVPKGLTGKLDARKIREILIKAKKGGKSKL
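Biochemical qHTS of compounds, final roughly 60 µM downward over six points, against 10 nM purified firefly luciferase using Km concentrations of substrates (10 uM D-luciferin, 10 uM ATP) in Tris acetate pH 7.5 buffer; luminescence output.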
ELG1 genotox: inducers of genotoxicity in HEK293T ELG1-luciferase cells; 330,000 compounds, 1.3% hits; Potency, µM (series often up to 46 µM), for the others: at the top dose activity change, positive = activation, most hits filed as activators; HEK293T ELG1-luciferase reporter, luminescence, 16 h; also: potency is read from the fitted curve at half-maximal effect; % of control where 0% means no effect; nearly all actives have a fitted effect of over 60% in size
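DMSO vehicle served as control against compound-treated ELG1-luciferase HEK293T cells; exposure lasted 16 hr at 37 °C and 5% CO2, followed by ONE-Glo luminescence detection after 30 min.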
Giardia kill: Giardia lamblia killing; Giardia lamblia trophozoite viability; activity change, % at 7.66 µM, hits read low; 340,000 compounds, 0.15% hits; AID 540267; in the data active = activity change below about -80%; inconclusive = between about -30% and that limit;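 also: parasites exposed to compound for two days anaerobically before the ATP read; % is scaled to controls: 0 for no effect and ±100 for the full control effect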
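Trophozoite viability was measured as ATP-dependent luminescence, read 15-30 min after reagent addition. Before that, parasites at 100 cells/well were exposed to compounds for 48 h, anaerobically, at 37 deg C.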
uPA generation: cell surface uPA generation inhibition | cell surface uPA generation assay, qHTS | AID 540303 | Potency, µM (doses to about 38.3 µM), inactives show at the highest dose activity change, negative = inhibition, usual class: inhibitors | 330,000 compounds, 0.31% hits; active = well fitted inhibition curve with a large enough effect; inconclusive = small, poorly fitted or top-dose-only effect; inactive = no such curve, though single readings can be large or run the other way; tested in mouse RAW 264.7 cells; also: potency is read from the fitted curve at half-maximal effect; % is scaled to controls: 0 for no effect and ±100 for the full control effect; nearly all actives have a fitted effect of over 55% in size
* marks the source's active call; other numbers are inactive results; u = inconclusive; x = not tested or not shown; & = joins results of further samples; [ ] = remark or other dose. Unless noted, calls follow the shape of the dose curve; as a rule, active = well fitted curve in the direction sought with a large enough effect; inconclusive = small, poorly fitted or top-dose-only effect, or another doubt; inactive = no such curve, though single readings can be large; an effect the other way counts as inactive or inconclusive.

SMILES	Rab9 prom act	FBPA coupling cs	Tb PFK block	NPC1 promoter act	KCNH2 3.1 inh	RORgamma inh	Gal4-VP16 FLuc	FLuc modulator	ELG1 genotox	Giardia kill	uPA generation
CCOC(=O)N1CCC(NC(=O)C2CCN(C(=O)N3CC(C)Oc4ccc(C)cc43)CC2)CC1 (stereo not given)	x	3	x	x	-1	28%	7%	0%	x	3	-1%
COC(=O)C1=C(C)N(CCc2ccc(OC)c(OC)c2)C(=O)/C1=C\N(C)C	-3%	-9	-4%	8%	8	-8%	17%	0%	2%	-15	-2%
O=C/C(=C\Nc1ccccn1)c1nc2ccccc2o1	5%	-2	-1%	13%	23	u	u	13µM*	1%	-2	x
COc1ccc(S(=O)(=O)N2CCN(CC(=O)c3[nH]c(C)c(C(C)=O)c3C)CC2)cc1OC	-1%	x	-2%	-1%	-2	x	x	3%	4%	15	-3%
COc1c(C(=O)Nc2ccc(CN3CCOCC3)cc2)cc2ccccc2c1Br	-2%	x	-1%	-11%	x	-31%	-1%	u	-17%	6	2%
CN(C)C(=O)C(OC(=O)c1ccc2c(c1)CCCC2)c1ccccc1 (stereo not given)	8%	-3	6%	-3%	27	0%	4%	-2%	-1%	-21	1%
CCN1CCN(c2cc(C)c3cc(NC(=O)CCC(=O)Nc4ccc(OC)cc4OC)ccc3n2)CC1	-3%	1	4%	-2%	3	1%	-6%	u	0%	0	-3%
Cc1cc(C)c(S(=O)(=O)N2CCOC2CNC(=O)C(=O)NCCCN2CCOCC2)c(C)c1 (stereo not given)	1.4µM*	x	0%	2.5µM*	-4	20%	1%	8.5µM*	u	21	-10%
CC1(C)Cc2ccccc2-c2nc3ccccc3c(=O)n21	5%	4	1%	3%	22	15%	-7%	-4%	-22%	10	-5%
CC1=CN2C(=N)/C(=C/c3cn(CCCOc4ccccc4C)c4ccccc34)C(=O)N=C2S1	u	1	-1%	u	-19	u	u	-8%	u	-13	1%
CCc1nnc(NC(=O)CCC(=O)N2CCN(Cc3ccc(OC)c(F)c3)CC2)s1	-1%	-1	0%	-19%	-4	-7%	-6%	-3%	-3%	5	6%
COc1ccc(S(=O)(=O)Nc2ccccc2C(=O)N2CCOCC2)cc1F	4%	1	0%	9%	4	-3%	-3%	-1%	0%	-5	0%
NS(=O)(=O)c1ccc(NC(=O)c2cc(-c3ccccc3O)n[nH]2)cc1	25%	-3	0%	10%	-5	22%	5%	-2%	-3%	-1	5%
COc1ccc(-c2nc(CSCC(=O)NCCC3=CCCCC3)c(C)o2)cc1OC	11%	1	3%	-1%	7	u	4%	4%	1%	-11	-2%
COc1ccc(C)cc1S(=O)(=O)N(C)CC(=O)NC1CC1	-2%	1	-2%	-4%	4	7%	-5%	1%	-5%	-9	x
CC(C)CCNC(=O)C1CC(c2cccc([N+](=O)[O-])c2)=NO1 (stereo not given)	9%	-2	3%	3%	u	20%	1%	0%	3%	5	5%
CCCC(C(=O)NC1CCCC1)N(C(=O)Cn1nnc(-c2ccc(C)o2)n1)c1cccc(O)c1 (stereo not given)	-1%	1	2%	-4%	10	u	u	-1%	6%	-9	1%
O=c1c(C=NCCN2CCNCC2)c(-c2ccccc2)[nH]n1-c1ccc([N+](=O)[O-])cc1	u	3	-2%	u	x	-15%	25%	u	13%	x	x
CN(CCC1CCOCC1)C(=O)C1CCC(=O)N(CCc2cccc(F)c2)C1 (stereo not given)	9%	x	0%	-3%	0	20%	11%	-1%	-2%	-11	10%
c1cc2nnnn2nc1N1CCCCCC1	-3%	1	-4%	3%	-2	24%	-2%	-8%	1%	-3	-2%
Cc1cc2nc(C)n(CCCNC(=O)Nc3ccc(C#N)cc3)c2cc1C	-11%	-3	-1%	1%	-23	14%	-5%	3%	-9%	12	2%
CCSc1nnc(NC(=O)c2cnccn2)s1	-1%	5	-8%	8%	-4	-59%	4%	2%	9%	6	8%
C=CCn1c(SCc2ccc(C(=O)NCCO)cc2)nc2sc(C)c(C)c2c1=O	0%	6	0%	-1%	-8	u	12%	u	3%	8	0%
CN(C)S(=O)(=O)c1ccc(C(=O)Nc2ccnn2C2CCCCC2)cc1	-2%	1	-1%	-2%	8	20%	1%	0%	-7%	1	-1%
O=C(CN1C(=O)C2C3C=CC(C4CC34)C2C1=O)Oc1ccccc1 (stereo not given)	-1%	3	-4%	-3%	-7	3%	-21%[10 µM]	-14%	3%	-11	14%

Continued; the last 2 above are carried over.
SMILES	Rab9 prom act	FBPA coupling cs	Tb PFK block	NPC1 promoter act	KCNH2 3.1 inh	RORgamma inh	Gal4-VP16 FLuc	FLuc modulator	ELG1 genotox	Giardia kill	uPA generation
CN(C)S(=O)(=O)c1ccc(C(=O)Nc2ccnn2C2CCCCC2)cc1	-2%	1	-1%	-2%	8	20%	1%	0%	-7%	1	-1%
O=C(CN1C(=O)C2C3C=CC(C4CC34)C2C1=O)Oc1ccccc1 (stereo not given)	-1%	3	-4%	-3%	-7	3%	-21%[10 µM]	-14%	3%	-11	14%
O=C(O)CSCc1ccc(C(=O)O)o1	9%	1	0%	1%	-10	-28%	2%	-2%	2%	-12	-6%
O=C(CCCC(=O)OCC(=O)NC1CCCC1)Nc1ccccn1	0%	1	22%	-1%	17	-21%	4%	-1%	3%	-5	x
COc1cc2c(c(OC)c1OC)-c1ccc(NC(=O)c3ccc(F)cc3)c(=O)cc1[C@@H](NC(C)=O)CC2	-3%	-4	u	-2%	-15	44%	1%	0%	0%	-12	u
Cc1cc(C)n(-c2nncn2/N=C/c2ccccc2F)n1	0%	2	1%	-2%	17	-29%	-6%	1%	1%	0	8%
Cc1cccc(C(=O)Nc2nc(C)c(C(=O)Nc3ccc4c(c3)CCC4)s2)c1	-3%	-1	-3%	0%	0	u	u	6.7µM*	9%	-10	u
N#C/C(C(=O)NCCc1ccccc1)=C1/N=C(NC(=O)c2cccs2)c2ccccc21	-6%	6	-2%	-2%	-12	-14%	-15%	-1%	-2%	0	-5%
COc1ccc(C2=CC3=C(Br)C(=O)C(C)(OC(=O)c4ccc(Cl)nc4)C(=O)C3=CO2)cc1 (stereo not given)	1%	-2&1	1%	-2%	17	-1%&2%	0%&-8%	-4%	0%	6	-3%
COc1cccc(N2CCN(C(=O)/C=C/c3ccco3)CC2)c1	-6%	-19	8%	0%	3	15%	-13%	-13%	6%	11	-3%
CN(NC(=O)Nc1ccccc1)c1cnn(C)c(=O)c1Cl	5%	-2	1%	-1%	-14	14%	6%	1%	-1%	30[activator]	u
CCc1cccc(CC)c1NC(=O)CN1CCN(c2ccccc2)CC1	2%	2	2%	0%	7	17%	6%	-3%	-2%	-1	0%
COc1ccc(CCN2C(=NC(=O)C(C)C)SC3CS(=O)(=O)CC32)cc1 (stereo not given)	-8%	1	3%	1%	8	-13%	-5%	5%	-7%	5	-4%
Cc1ccc(-c2nnn(CC(=O)N(CC(=O)NCC3CCCO3)c3ccc(F)c(Cl)c3)n2)o1 (stereo not given)	2%	5	2%	1%	-7	32%	-8%	6%	-1%	-1	x
COc1ccc(CN2CCNC(=O)C2CC(=O)N(C)Cc2ccncn2)c(OC)c1 (stereo not given)	1%	6	1%	-1%	18	19%	13%	-1%	0%	-6	-1%
Cc1ccc(OCC(=O)N(C)CC(=O)NCc2ccco2)c(Br)c1	1%	x	u	0%	-1	x	x	-4%	2%	5	-4%
O=C(c1ccc(Cl)c(S(=O)(=O)N2CCc3ccccc32)c1)N1CCN(c2ccccc2O)CC1	x	x	3%	x	1	x	x	x	-15%	2	-9%
CN(C)c1ccc(/C=C(\C#N)c2ccccc2)cc1	0.56µM*	-1	1%	29%	-1	-26%	-8%	1.3µM*	4.1µM*	-10	0.89µM*
O=C(COC(=O)C1CCN(S(=O)(=O)c2cccs2)CC1)c1cc2ccccc2o1	-2%	2	-15%	-3%	-20	u	x	5%	5%	17	6%
Cc1nnc(NC(=O)CSc2nnc(-c3ccc(S(=O)(=O)N4CCCC4)cc3)n2C)s1	-1%	4	-1%	0%	1	u	-5%	5%	3%	-11	x
C=CCn1c(SCC(C)=O)nnc1-c1ccc2ncccc2c1	-3%	3	1%	0%	3	15%	-7%	-3%	3%	17	-3%
CC(C)C(=O)NC(=S)Nc1ccc(CN2CCOCC2)cc1	-5%	2	-1%	-3%	12	u	-10%	-1%	0%	41[activator]	10%
Cc1ccc(-c2ocnc2C(=O)N2CCOCC2)cc1	-2%	2	1%	0%	-21	13%	-4%	-1%	0%	-3	-1%
CC(/C=C/C=C/c1ccccc1)=N/NC(=O)c1ccc2c(c1)OCCO2	2%	2	1%	-2%	12	-19%	8%	u	6%	-6	1%
CCOc1ccccc1N1CC(C(=O)NCCOc2ccccc2OC)CC1=O (stereo not given)	6%	x	0%	1%	9	-14%	4%	6%	1%	-25	6%
